KKLEB cytotox = cytotoxicity in KKLEB CF airway cells, primary screen, cytotoxicity control for CF NF-kB inhibitor project, cell-based, uHTS, fluorescence assay plates | KKLEB CF airway cells viability, ATPlite luminescence, overnight; active compounds read low; cells stimulated with P. aeruginosa culture filtrate | activity change (cytotoxicity), % at 5 µM | hit rate 0.36% among 360,000 | AID 602141, 2011;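 active = corrected activity change at or below -50% at 5 µM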
HIF-2a inh = HIF-2a reporter inhibitors, primary screen, luminescence, 786-0 RCC cells; inhibition, % at 18.8 µM; 786-0 RCC cells HIF-2a reporter, luciferase luminescence, overnight; AID 624352, 2012; hit rate 0.72% among 360,000;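 active = inhibition of the luminescence signal of 40% or more relative to plate controls, in a single-dose primary screen at 18.75 µM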
TWEAK-Fn14 inh = inhibitors of TWEAK-Fn14 signaling, primary screen, luciferase reporter cells, uHTS. TWEAK-stimulated Fn14 reporter cells, luciferase luminescence, 8 h. inhibition, % at 10 µM. hit rate 2% among 360,000. AID 1159606, 2016; in the data active = inhibition above about 50%
MITF TRPM1 inh = inhibitors of MITF-dependent TRPM1 promoter reporter, primary screen, cell-based, SK-MEL-5, single point, luciferase | SK-MEL-5 TRPM1 promoter luciferase, 24 h | inhibition, % at 12.5 µM | hit rate 0.83% among 330,000 | AID 488899, 2010;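 active = mean inhibition across replicates of 60% or more, whatever share of single replicates reaches that level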; also: values of inactives mirror those of a sister screen read the other way
aDG glyco act = activators of alpha-DG glycosylation, primary screen, uHTS, Pro5-aDG cells, AlphaScreen; alpha-DG glycosylation AlphaScreen (IIH6); 0% Pro5, 100% B10-LARGE cell signal; activation, % at 10 µM; hit rate 0.22% among 360,000; AID 624168, 2012;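 active = activation of at least 8% versus controls, or a plate z-score of at least 8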;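 also: Pro5 are CHO cells carrying HIG-tagged alpha-DG that lacks glycosylation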
hiPSC survival = enhancers of single-cell hiPSC survival, primary screen, ATPlite luminescence; 100% = ROCK inhibitor wells, 0% = DMSO; survival enhancement, % at 20 µM; hit rate 0.044% among 360,000; in the data active = survival enhancement above about 18%;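 also: cells exposed to compounds for 16 hours before the ATP read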
Peg3 promoter = Peg3 promoter-driven luciferase inhibitors, primary screen, cell-based, HeLa, luciferase luminescence | hit rate 1.7% among 360,000 | HeLa PEG-Prom luciferase reporter, overnight | inhibition, % at 20 µM;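 active = inhibition of at least 50% at 20 µM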
Shn3 3UTR inh = reduction of Shn3 3'UTR firefly luciferase signal, primary screen, Schnurri-3 inhibitor project, cell-based, Clone20 osteoblasts, set 2 | Clone20 osteoblast Shn3 3'UTR firefly luciferase, 24 h | inhibition, % at 12.5 µM | hit rate 0.52% among 360,000;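 active = mean inhibition of at least 75% with every replicate also reaching 75%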;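 also: 0% = median of neutral control wells and 100% = pilot-screen positive control compound; some compounds past the cut are filed as inactive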
NR2E3 ag-1 = NR2E3 agonists in two-hybrid cells, primary screen, cell-based, luminescence, CHO-S, Gal4-NCOR/VP16-NR2E3; Photoreceptor-specific nuclear receptor (Homo sapiens), Q9Y5X4; luciferase; inhibition of corepressor binding, % at 3.98 µM; hit rate 0.35% among 360,000; AID 602229, 2012;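 active = inhibition above the mean of all tested compounds plus 3 SD, cut at about 70% in these data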;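 also: 0% = DMSO with NR2E3 transfected cells and 100% = cells lacking NR2E3 construct; higher means lower luciferase signal from less NR2E3 corepressor binding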
Target sequence (Q9Y5X4 whole entry, looked up, the tested form may be a part): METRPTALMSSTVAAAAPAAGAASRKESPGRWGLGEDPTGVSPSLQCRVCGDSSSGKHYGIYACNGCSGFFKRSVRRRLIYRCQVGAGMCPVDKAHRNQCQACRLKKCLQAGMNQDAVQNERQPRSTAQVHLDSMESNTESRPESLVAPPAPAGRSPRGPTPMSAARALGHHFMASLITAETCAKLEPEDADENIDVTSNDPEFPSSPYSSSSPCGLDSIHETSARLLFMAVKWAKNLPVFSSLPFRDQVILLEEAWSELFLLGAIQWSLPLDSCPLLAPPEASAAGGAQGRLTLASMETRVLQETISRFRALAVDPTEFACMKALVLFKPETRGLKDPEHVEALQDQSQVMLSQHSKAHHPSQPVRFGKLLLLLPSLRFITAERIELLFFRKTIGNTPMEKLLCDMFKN
CF NFkB inh = inhibitors of PAF-induced NF-kB signaling, primary screen, cell-based, GFP fluorescence, uHTS | KKLEB NF-kB-GFP reporter, GFP fluorescence overnight | inhibition, % at 5 µM | hit rate 0.86% among 360,000 | AID 588850, 2011;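 active = at least 50% inhibition at 5 µM, scaled per plate between neutral and stimulator controls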;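 also: PAF is a Pseudomonas aeruginosa culture filtrate used as stimulus; plate controls were PAF-stimulated DMSO wells for no effect and unstimulated DMSO wells for full effect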
NR2E3 ag-2 = inhibitors of NR2E3-RetCOR corepressor binding, primary screen, NR2E3 agonist project, biochemical, TR-FRET, GST-NR2E3, biotin-RetCOR; inhibition of corepressor binding, % at 4.78 µM; 1536-well; AID 2300, 2010; hit rate 0.12% among 320,000; Photoreceptor-specific nuclear receptor (Homo sapiens), Q9Y5X4;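 active = percent inhibition above the cutoff of mean plus 3 SD of all tested compounds, set per screening campaign, cut at about 20% in these data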;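 also: 0% = DMSO wells and 100% = biotin wells as full block of FRET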
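Material: NR2E3–RetCOR corepressor complex | Quantity: 1.35 nM GST-tagged NR2E3 final | Schedule: 5 h at 4 °C | Replication: Singlicate compound wells | Reagent: RetCOR corepressor, biotinylated, 7 nM | Controls: Biotin wells as high control, 0.6% DMSO wells as low control | Signal: TR-FRET, Eu(K)-anti-GST donor, streptavidin-D2 acceptor, ex 340, em 617/671 nm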
Starred values were filed as active, the others as inactive; . = not tested or not shown.

SMILES	KKLEB cytotox	HIF-2a inh	TWEAK-Fn14 inh	MITF TRPM1 inh	aDG glyco act	hiPSC survival	Peg3 promoter	Shn3 3UTR inh	NR2E3 ag-1	CF NFkB inh	NR2E3 ag-2
CN(CC(=O)Nc1ccc(F)cc1)C(=O)COC(=O)c1cc([N+](=O)[O-])ccc1N1CCOCC1	6	-5	0	3	0.2	-0.5	-3	1	-6	-6	0
Cc1ccc(-c2c(C(=O)N/N=C/c3c[nH]c4ccccc34)nnn2-c2nonc2N)cc1	0	20	-3	11	-0.4	-0.4	30	5	5	-27	-2
CCN(Cc1ccc2c(c1)OCO2)C(=O)CSc1nc(C)nc2sc(C)c(C)c12	-20	15	13	-7	0.3	-0.4	38	0	0	16	4
Cc1ccc(N2CCN(c3ccc(C)cc3)C2c2ccccn2)cc1	4	-226	-17	-7	-0.1	-3.4	-96	1	-72	-10	3
CCN(CC)C(=O)CSC(Nc1ccc(F)cc1)=C(C#N)C#N	5	13	-4	14	0.2	-0.6	-8	.	-5	-2	1
CC1=NN(c2ccccc2)C(=O)/C1=C\c1cc(C)n(C)c1C	-5	-98	-13	-51	0.1	0.8	-99	9	-30	-5	-10
O=C(O)C1CCC(C(=O)O)O1 (stereo not drawn)	6	1	6	2	-0.1	5.2	1	-1	-33	-14	.
O=C(Nc1nc(COc2ccccc2)cs1)C1CCC1	-4	-198	12	-43	1.4	-3.4	-284	26	-69	8	0
COC(=O)CN1C2(C#N)CCCCC2CC2CCCCC21C#N (stereo not drawn)	-6	5	-6	-10	0.0	-0.3	-7	-13	7	9	0
CCc1nc(CN(C)C(=O)C2CCC(=O)N(CCc3cccc(F)c3)C2)no1 (stereo not drawn)	30	-61	-16	-4	0.0	0.4	-43	-33	-10	-19	-2
CC(OC(=O)c1cccs1)C(=O)NCc1ccco1 (stereo not drawn)	0	2	3	-17	0.1	-1.1	0	-10	-16	6	5
O=C(NC(=S)NNS(=O)(=O)c1ccccc1)c1ccccc1[N+](=O)[O-]	6	15	-9	12	-0.2	-0.3	2	-12	4	13	-1
Nc1ccc(C(=O)C(=O)c2ccccc2)cc1	10	-9	-5	-4	-0.1	-0.8	-20	.	0	-9	3
O=[N+]([O-])c1ccccc1COc1ccc(Cl)c2cccnc12	-2	-175	65*	-4	-0.2	0.3	-147	-23	-137	0	2
Cc1cccc(C)c1OCC(O)CNS(=O)(=O)c1ccccc1C(=O)N1CCOCC1 (stereo not drawn)	-10	11	-26	4	-0.2	-3.3	-1	.	-37	16	.
Cc1cc(NC(=O)CSc2ccc(-c3ccc(F)cc3)nn2)no1	17	10	-12	20	-0.1	-1.6	-5	-16	-22	-4	1
O=C1CCC(=O)N1c1nc2nc(-c3ccccc3)cc(=O)n2[nH]1	-4	12	13	0	0.1	0.8	20	-7	-7	13	1
Cc1cc(C)n2nc(CC(=O)NNC(=O)COc3ccccc3)nc2n1	5	5	14	7	0.0	-0.4	2	2	-4	-3	2
CCc1c(C(=O)NC2CCCC2)csc1C	5	2	-4	10	-0.1	4.8	7	13	-2	-5	4
CC(C)NC(=O)Nc1ccc2c(c1)C(=O)N([C@H](C)CO)C[C@H](C)[C@@H](CN(C)C(=O)NC1CCCCC1)O2	-4	-3	-8	1	-0.2	1.0	-13	-2	2	10	.
Cc1cc(NC(=O)c2cc([N+](=O)[O-])ccc2Cl)no1	5	16	-20	8	0.4	0.3	19	-15	6	10	2
COc1ccc2sc(N3C(=O)C4CC=C(C)CC4C3=O)nc2c1 (stereo not drawn)	3	-43	-1	-6	0.4	-0.4	-2	2	-3	-10	1
COc1ccc(CN2CCNC(=O)C2CC(=O)NC2CCCCC2)c(OC)c1 (stereo not drawn)	-8	4	-6	-4	0.4	-0.2	2	-1	11	22	0
CC1CCCN(C(=O)c2cn(-c3ccccc3)nc2-c2cccnc2)C1 (stereo not drawn)	4	2	-7	4	-0.1	-0.4	19	-1	-14	6	2
Fc1ccc(-c2nc3ccc(Br)cn3c2Cc2ccccc2)cc1	3	-152	-3	.	-0.2	-1.6	-23	-37	-4	-5	.
N#C/C(=C\c1ccc(-c2ccc(C(=O)O)cc2)o1)C(=O)Nc1ccc(F)cc1	-18	-25	6	2	-0.1	0.0	-52	-18	-5	5	2
N#Cc1cccc(-c2nnc(SCc3ccccc3C#N)o2)c1	-9	-194	-5	-49	0.2	-1.0	-170	-60	-60	6	-3
COCC(C)NC(=O)C1CC(c2cccc(Br)c2)=NO1 (stereo not drawn)	-5	7	-1	5	-0.2	-2.4	0	5	0	3	0
NS(=O)(=O)c1ccc(CCNC(=O)C2CC(=O)N(Cc3ccccc3Cl)C2)cc1 (stereo not drawn)	-12	6	-4	0	-0.1	-1.0	7	69	-16	-11	1
N#Cc1cn(Cc2ccccc2)c(=O)[nH]c1=O	-11	17	16	1	-0.5	0.4	-4	4	2	15	1
CCOC(=O)N1CCN(C(=O)CSc2ccc(-c3ccccc3)nn2)CC1	8	2	14	6	0.1	0.6	-21	12	23	-17	4
C=CCOc1ccc(Br)cc1/C=N/O	6	3	9	-3	-0.4	0.7	-4	-13	-6	8	2
CCC(C)(C)NC(=O)C(c1ccc(OC)cc1)N(C(=O)CCC(=O)Nc1cc(C)on1)c1ccccc1F (stereo not drawn)	11	17	1	0	-0.2	0.4	10	-5	-46	-3	0
CC12CCC(=O)N1C(C(=O)Nc1nc3ccc(F)cc3s1)CS2 (stereo not drawn)	13	-78	5	-20	0.2	0.0	-72	-3	-12	-9	1
CCOC(=O)c1c(/N=C/N(C)C)sc(C)c1C	-2	10	-5	2	2.0	0.0	0	10	8	22	-2
CCOc1cc(C2Nc3ccccc3NC3=C2C(=O)CC(C)(C)C3)ccc1OC(C)=O (stereo not drawn)	-33	8	19	-2	0.2	0.5	-1	9	7	11	3
COc1cccc(C(=O)NCCSc2c(C)[nH]c3ccccc23)c1OC	1	10	3	3	-0.2	-0.4	29	18	-5	1	0
Cn1c(=O)c(C(=O)CSc2nnc(Nc3ccccc3)s2)c(N)n(Cc2ccccc2)c1=O	-6	12	-37	-11	-0.2	2.4	26	-9	-23	-1	-1
Cc1cc(C)n(-c2nnc(N3CCN(c4ccc(F)cc4)CC3)nn2)n1	7	-66	10	22	2.5	-3.1	-16	14	-14	9	-2
COc1ccc(NC(=O)COC(=O)c2ccc(-n3nc(C)cc3C)cc2)cc1OC	6	-5	-3	-11	0.1	1.9	15	-9	-8	10	1
O=C(COc1ncnc2ccccc12)Nc1cc(S(=O)(=O)N2CCOCC2)ccc1Cl	-6	19	-1	-2	0.0	-0.3	8	-23	-19	4	1
COC(=O)CC1=C(C(=O)OC)C(c2ccncc2)C(C#N)=C(N)O1 (stereo not drawn)	-5	-6	15	9	-0.2	-0.2	-15	-5	-17	-8	-2
CCc1nc2ccc(C(=O)N(CC)CCN(C)C)cn2c1N(C)C(=O)C1CCCCC1	-2	0	6	.	0.1	-0.7	3	1	-26	-9	.
Cc1nnc(NC(=O)CSc2cn(Cc3ccccc3)c3ccccc23)s1	-5	11	-14	.	0.0	1.3	8	-9	-15	12	-3
COc1ccccc1CCN=C(N)NS(=O)(=O)c1ccc(C)c(C)c1	4	10	17	3	-0.2	1.9	13	1	3	4	2
COc1ccc(C(CC(=O)O)NC(C)=O)cc1OC (stereo not drawn)	-3	9	9	8	0.6	4.9	-11	0	-31	2	4
CC1=CC(C)(C)N(S(=O)(=O)c2ccc(C)cc2)c2ccccc21	-25	14	28	27	-0.1	0.1	23	73	5	44	2
COc1ccc([N+](=O)[O-])c(OC)c1C(=O)NC(=O)Nc1c(F)cc(F)cc1F	-9	21	-9	0	0.0	-0.4	9	-1	0	-6	2
c1cc(C2OCCN2CC2COC3(CCCC3)O2)ccn1 (stereo not drawn)	-1	13	-15	-6	-0.2	-2.6	2	-4	8	-22	-2
O=C(COC(=O)c1cc(=O)[nH]c2ccccc12)c1ccccc1	4	8	-1	-3	0.3	0.5	3	-10	-11	-7	3
CCS(=O)(=O)N1CCC(C(=O)Oc2ccccc2OC)CC1	-8	13	12	7	-0.2	-0.2	-1	-4	-27	11	0
Cc1cc(C(=O)CSc2nnnn2C)c(C)n1CCc1ccc(F)cc1	8	3	11	2	0.1	-1.0	4	-6	-7	-8	1
COc1ccccc1/C=C(/C(=O)OCC(=O)N(C)Cc1ccccc1)c1ccccc1	6	10	9	16	0.4	2.5	16	38	1	0	-1
CC(C)(C)NC(=O)CSc1nnc(NC(=O)c2ccccc2Cl)s1	1	-53	-9	-18	-0.4	-1.3	-25	-16	-43	-19	1
CC1CCC(NC(=O)CSc2nnnn2C)CC1 (stereo not drawn)	-8	-36	-26	-8	0.0	0.4	-11	-42	-19	-12	1
NC(=O)Cn1c(=O)n(C2CCCCC2)c(=O)c2c3c(sc21)CCCCC3	-9	33	10	4	-0.8	2.9	31	24	18	10	2
COC(=O)c1ccccc1NC(=O)CCS(=O)(=O)c1cc2c(cc1C)NC(=O)CO2	2	13	-4	3	-0.3	2.0	7	-17	-25	-29	3
CCOc1ccc(C2C(C#N)=C(N)Oc3n[nH]c(C)c32)cc1OC(=O)C1CC1 (stereo not drawn)	-1	-6	-4	5	-0.1	-1.6	14	-8	-9	7	2
COc1ccc(NC(=O)[C@@H]2CC=C[C@@H]3CCN(C4CCCCC4)C(=O)[C@@H]32)cc1	4	15	9	15	-0.1	2.2	13	10	-15	-65	1

Bioassay records deposited in PubChem by several laboratories.
